Source: PubChem BioAssay
HTRA1 inhibitor – inhibitors of human serine peptidase HTRA1; Q92743; recombinant HTRA1, FP-rhodamine activity-based probe, fluorescence polarization; inhibition, % at 5.96 µM; 0.5% of 340,000 active; AID 504803; in the data active = inhibition above about 36%;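 note: 0% = enzyme with DMSO and 100% = wells lacking enzyme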
TCR-CD3 inh – inhibitors of human TCR-CD3 interaction; TAMRA-labeled TCR probe fluorescence, biochemical; inhibition, % at 9.4 µM; 0.37% of 360,000 active; AID 651800; in the data active = inhibition above about 19%;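 note: recombinant mutant TCR 2C K166C tagged with TAMRA read by polarization; 0% = receptor in buffer alone and 100% = receptor with positive control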
NPR1 activator – GC-A (human) enzyme activation. activation, % at 10 µM. 0.14% of 370,000 active. HEK293 GC-A cells, cGMP TR-FRET, EC30 ANP; 0% at EC30 ANP, 100% saturating ANP. AID 1671463; in the data active = activation above about 40%
UHRF1 MBD2 ctr – blocks human UHRF1 binding to methylated DNA; Q96T88; UHRF1 binding to methylated oligo, TR-FRET; inhibition, % at 4.4 µM; 0.75% of 370,000 active; in the data active = inhibition above about 21%;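 note: UHRF1 SRA domain binding a hemimethylated CpG hairpin DNA probe; 0% = median of test compound wells and 100% = reference inhibitor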
MBD2 inh – MBD2-methylated oligo binding inhibition. Q9UBB5. AID 686964. TR-FRET, MBD2 binding to methylated oligonucleotide. inhibition, % at 4.4 µM. 0.31% of 370,000 active; in the data active = inhibition above about 13%
PRMT1 inh – PRMT1 (human) inhibition, primary screen; Q99873; recombinant PRMT1, activity-based probe fluorescence polarization; inhibition, % at 2.79 µM; 1.3% of 370,000 active;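 active = inhibition above about 21% made by adding two undisclosed values, limit read from the data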
SIAE inh – blocks human sialic acid acetylesterase; SIAE FP-Rh probe binding, fluorescence polarization; 0.69% of 370,000 active; AID 1053197; inhibition, % at 9.66 µM;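 active = inhibition above a cutoff: mean of compounds within the control limits plus 3 SD of those, cut at about 17% in these data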;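 note: 0% = plate median of compound wells and 100% = probe without SIAE protein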
Target sequence (Q9HAT2 whole entry, looked up): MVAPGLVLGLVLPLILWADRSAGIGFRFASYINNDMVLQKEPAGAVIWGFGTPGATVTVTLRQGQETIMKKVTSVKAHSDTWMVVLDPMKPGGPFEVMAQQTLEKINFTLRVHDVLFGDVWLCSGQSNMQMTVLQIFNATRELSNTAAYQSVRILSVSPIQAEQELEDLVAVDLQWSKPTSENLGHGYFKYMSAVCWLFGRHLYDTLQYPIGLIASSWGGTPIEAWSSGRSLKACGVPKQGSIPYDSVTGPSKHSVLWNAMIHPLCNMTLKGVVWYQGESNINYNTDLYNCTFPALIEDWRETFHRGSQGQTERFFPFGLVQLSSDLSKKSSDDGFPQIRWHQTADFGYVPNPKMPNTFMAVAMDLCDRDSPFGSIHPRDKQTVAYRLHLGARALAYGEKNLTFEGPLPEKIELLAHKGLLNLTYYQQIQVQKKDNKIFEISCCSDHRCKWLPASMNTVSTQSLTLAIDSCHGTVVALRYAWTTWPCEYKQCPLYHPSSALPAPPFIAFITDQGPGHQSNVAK
GC-B act – GC-B (human) receptor activation. HEK293-GC-B cells, CNP EC30, cGMP TR-FRET; 0% at EC30 CNP, 100% saturating CNP. activation, % at 10 µM. 0.11% of 370,000 active;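 active = activation at 10 µM reaching about 35% in either raw or pattern-adjusted values, limit read from the data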
ABHD4 inh – inhibits mouse alpha/beta hydrolase domain 4 | Q8VD66 | purified mABHD4, FP-Rh probe fluorescence polarization | inhibition, % at 8.92 µM | 0.54% of 370,000 active | AID 720543;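 active = inhibition exceeding the mean over every tested compound plus 3 SD, cut at about 30% in these data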;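 note: 0% = plate median of compound wells and 100% = S159A mutant with DMSO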
Target sequence (Q8VD66 whole entry, looked up, the tested form may be a part): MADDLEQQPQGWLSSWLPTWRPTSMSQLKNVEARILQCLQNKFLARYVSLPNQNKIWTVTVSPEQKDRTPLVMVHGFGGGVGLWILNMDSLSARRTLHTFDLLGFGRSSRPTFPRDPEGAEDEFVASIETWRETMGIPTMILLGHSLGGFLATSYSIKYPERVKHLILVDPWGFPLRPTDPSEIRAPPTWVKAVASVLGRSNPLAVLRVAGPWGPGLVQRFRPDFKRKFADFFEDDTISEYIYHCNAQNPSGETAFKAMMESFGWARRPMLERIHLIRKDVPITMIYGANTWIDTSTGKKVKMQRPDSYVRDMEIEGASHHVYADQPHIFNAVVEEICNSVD
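Assay system: mABHD4 protein; medium: HEPES pH 7.0, NaCl, Pluronic buffer; dosing: 8.92 µM, single dose; schedule: 45 min + 60 min at 25 °C; signal: FP readout, ex 525 nm / em 598 nm; read-out: normalized percent inhibition of probe labeling; repeats: single replicate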
rCAG binder – binds r(CAG) RNA repeats; r(CAG) RNA repeat, TO-PRO-1 dye displacement fluorescence; inhibition, % at 3 µM; 1.3% of 370,000 active; AID 651821;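 active = inhibition above the plate cutoff, the mean of all test compounds on that plate plus 3 SD, cut at about 35% in these data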;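 note: 0% = DMSO alone and 100% = 100 µM mitoxantrone as full dye displacement; higher means more dye released from RNA so lower well fluorescence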
An asterisk follows results filed as active; . = not tested or not shown. An excerpt (hit frequency here may not be typical).

1) C=CCn1cc(C(=O)NCC2CCCO2)c(=O)c2cc(S(=O)(=O)N3CCCCCC3)ccc21 (stereo not given)
2) Cc1nc(CSc2n[nH]c(=O)n2-c2cccc(F)c2)cs1
3) O=C(Nc1ccc(F)cc1)c1cc(S(=O)(=O)N2CCCCC2)ccc1F
4) Cc1c(Cl)c([N+](=O)[O-])nn1CCCC(=O)Nc1cc(Cl)ccc1Cl
5) CCCN(CCC)c1ncnc2c1cnn2-c1ccc(OC)cc1
6) COC(=O)/C=C/c1ccccc1CN1[C@@H](CC(=O)OC)c2ccccc2S1(=O)=O
7) CC(C)NS(=O)(=O)c1ccc(NC(=O)Cc2ccsc2)cc1
8) Cc1ccccc1NC(=O)c1ccccc1NC(=O)Cc1cccc2ccccc12

compound no.	1	2	3	4	5	6	7	8
HTRA1 inhibitor	0	9	-22	2	-15	-10	4	1
TCR-CD3 inh	2	-7	-14	3	0	2	-4	0
NPR1 activator	0	2	1	-4	4	-5	2	-5
UHRF1 MBD2 ctr	-1	1	6	3	-1	-1	2	2
MBD2 inh	1	2	7	-2	-1	3	4	2
PRMT1 inh	-3	4	1	1	-2	0	3	0
SIAE inh	-1	-2	-2	9	-8	-1	-2	4
GC-B act	0	3	3	0	-4	-4	5	2
ABHD4 inh	7	-1	-4	5	-1	-4	2	4
rCAG binder	-4	-3	3	2	-8	-3	-4	0

9) O=C(c1cnn(C(=O)c2ccco2)c1)c1cc(F)ccc1O
10) CCn1c(CNc2ccccc2Cl)nnc1SCC(=O)OC1CCCCC1
11) CCC(Oc1ccccc1)C(=O)O/N=C(\N)c1ccc(OC)c(OC)c1 (stereo not given)
12) COc1ccc(N2CCN(c3ccc(NC(=O)/C=C\C(=O)O)cc3)CC2)cc1
13) COc1ccc(NC(=O)NCc2cccnc2)cc1OC
14) CC(=O)c1ccc(OCC(=O)Nc2ccc3c(c2)OCO3)cc1
15) O=S(=O)(NC1CC1)c1ccc(S(=O)(=O)N2CCN3CCCC3C2)cc1 (stereo not given)
16) CCc1ccc2c(c1)C1(NN=C(c3ccc(C)cc3)S1)C(=O)N2 (stereo not given)

compound no.	9	10	11	12	13	14	15	16
HTRA1 inhibitor	-1	-9	-6	32	-2	1	-3	37*
TCR-CD3 inh	-1	-2	-3	11	8	1	4	3
NPR1 activator	-2	-14	0	1	4	0	-1	-8
UHRF1 MBD2 ctr	0	-3	7	-4	0	1	1	-5
MBD2 inh	-1	1	2	-2	1	1	-3	-2
PRMT1 inh	3	-2	0	7	0	4	-2	13
SIAE inh	10	2	4	18*	-3	4	3	3
GC-B act	-3	-6	1	1	4	4	-1	7
ABHD4 inh	6	10	-15	36*	-6	8	0	-1
rCAG binder	3	-7	2	7	0	3	-5	14

17) O=C(/C=C/c1cccc([N+](=O)[O-])c1)Nc1ccccc1N1CCOCC1
18) Cc1ccc(CN2C(=NC(=O)CCC(=O)O)SC3CS(=O)(=O)CC32)cc1 (stereo not given)
19) CC(C)[C@H](NC(=O)c1ccc(Cl)c([N+](=O)[O-])c1)C(=O)NCc1ccc(Cl)cc1Cl
20) COC(=O)c1sc2nc(SCc3ccccc3C)n(N)c(=O)c2c1C
21) COc1ccc(CNC(=O)c2cc3cccc(OC)c3oc2=N)cc1
22) CC(=O)Nc1ccc(S(=O)(=O)Nc2ccc(-c3ccc4nnc(C)n4n3)cc2)cc1
23) N#Cc1c(N)c(C(=O)c2ccc(Cl)cc2)n2c1CCC2
24) CCC1CCCCN1CCCNC(=O)Cn1nc(-c2ccccc2)ccc1=O (stereo not given)

compound no.	17	18	19	20	21	22	23	24
HTRA1 inhibitor	0	4	-7	0	0	-5	-2	-1
TCR-CD3 inh	1	3	-3	2	7	3	1	4
NPR1 activator	-5	2	-12	1	4	5	0	.
UHRF1 MBD2 ctr	0	-4	0	3	-1	15	-2	-3
MBD2 inh	2	4	1	-1	-5	0	0	-1
PRMT1 inh	-1	-2	-1	-3	-2	1	-1	-5
SIAE inh	3	2	-2	-7	4	-10	2	13
GC-B act	-7	4	4	1	7	2	3	.
ABHD4 inh	-2	-5	8	9	-4	-3	-1	2
rCAG binder	-1	-1	4	1	-4	6	-1	1

25) Cc1ccc(NC(=O)NNC(=O)c2sccc2-n2cccc2)cc1
26) O=C(COC(=O)C12CC3CC(CC(O)(C3)C1)C2)NC12CC3CC(CC(C3)C1)C2
27) FC(F)Oc1ccc(NC(=S)NCc2nc3ccccc3[nH]2)cc1
28) Cc1ccccc1-c1nc(CS(=O)(=O)CC(=O)N2CCOCC2)c(C)o1
29) C[C@H]1CN([C@@H](C)CO)C(=O)CCCn2nncc2CO[C@@H]1CN(C)Cc1ccncc1
30) CC(=O)NCCc1nc2ccccc2n1CCOc1cccc(C)c1
31) CC(=O)N1CCc2cc(N=NC3=C(O)CCCC3=O)ccc21
32) COc1ccc(NC(=O)c2cc3ccccc3o2)cc1S(=O)(=O)N1CCCCC1

compound no.	25	26	27	28	29	30	31	32
HTRA1 inhibitor	-2	4	-4	8	-1	-2	-4	-40
TCR-CD3 inh	-3	4	-2	-10	2	8	1	-3
NPR1 activator	2	-3	-1	1	4	1	-13	7
UHRF1 MBD2 ctr	-1	2	0	-1	-2	18	-17	-2
MBD2 inh	-1	1	1	-6	4	2	-22	-1
PRMT1 inh	-1	1	6	2	1	-3	-1	0
SIAE inh	1	0	7	13	2	-4	-8	-11
GC-B act	-3	-2	-7	4	0	3	-18	5
ABHD4 inh	0	0	3	3	7	-2	-8	-13
rCAG binder	6	-10	-1	-8	2	-6	-8	7

33) Cc1nnc(SCc2cc(=O)n3[nH]cnc3n2)s1
34) CCCCC(CC)C(=O)Nc1cc(C(=O)NCc2ccc(C)cc2)ccc1N1CCC2(CC1)CC(c1ccccc1)=NO2 (stereo not given)
35) Cc1ccc2c(c1)c1nc3ccccc3nc1n2C
36) O=C(Nc1cnn(Cc2ccc(Cl)cc2)c1)c1cnccn1
37) O=C(c1ccccc1Cl)N1CCN(S(=O)(=O)N2CCCCC2)CC1
38) Cc1cccc(NS(=O)(=O)c2ccc(C(=O)NCC3(N4CCCCC4)CCCCC3)cc2)c1C
39) CC(C)C[C@@H](CNCC(=O)[C@H](Cc1c[nH]c2ccccc12)NC(=O)c1[nH]cnc1C(=O)N[C@@H](C)CN)NC(=O)c1nc[nH]c1C(=O)N[C@@H](CC(=O)O)C(=O)O
40) Clc1ccc(-c2nnc(-c3ccccc3Cl)o2)cc1

compound no.	33	34	35	36	37	38	39	40
HTRA1 inhibitor	7	-24	-6	-1	5	-14	8	-14
TCR-CD3 inh	-2	-3	-6	-1	8	-3	-7	2
NPR1 activator	-1	-1	5	-2	-2	-2	1	-6
UHRF1 MBD2 ctr	17	-1	-1	12	-1	2	20	-2
MBD2 inh	8	-2	-3	2	-1	2	5	-1
PRMT1 inh	-3	-1	-1	-2	-3	1	0	2
SIAE inh	0	-6	-5	1	3	10	0	-2
GC-B act	2	1	-8	-1	5	1	-4	-4
ABHD4 inh	9	-3	-1	-1	-2	2	8	5
rCAG binder	1	10	2	0	2	-6	26	3

Gathered by group: the compounds so far containing an NH in an aromatic ring.
2) Cc1nc(CSc2n[nH]c(=O)n2-c2cccc(F)c2)cs1
27) FC(F)Oc1ccc(NC(=S)NCc2nc3ccccc3[nH]2)cc1
33) Cc1nnc(SCc2cc(=O)n3[nH]cnc3n2)s1
39) CC(C)C[C@@H](CNCC(=O)[C@H](Cc1c[nH]c2ccccc12)NC(=O)c1[nH]cnc1C(=O)N[C@@H](C)CN)NC(=O)c1nc[nH]c1C(=O)N[C@@H](CC(=O)O)C(=O)O

compound no.	2	27	33	39
HTRA1 inhibitor	9	-4	7	8
TCR-CD3 inh	-7	-2	-2	-7
NPR1 activator	2	-1	-1	1
UHRF1 MBD2 ctr	1	0	17	20
MBD2 inh	2	1	8	5
PRMT1 inh	4	6	-3	0
SIAE inh	-2	7	0	0
GC-B act	3	-7	2	-4
ABHD4 inh	-1	3	9	8
rCAG binder	-3	-1	1	26

Next section:
41) OCC1OC(c2ccccc2)OC2COC(c3ccccc3)OC12 (stereo not given)
42) Cc1nc2c(=O)[nH]c(=S)n(C)c2nc1C
43) C[C@H]1CN([C@@H](C)CO)C(=O)c2cccc(NC(=O)C3CC3)c2O[C@H]1CN(C)C(=O)Nc1ccc2c(c1)OCO2
44) C=CCn1c(C(C)NC(=O)CC)nc2ccccc21 (stereo not given)
45) Nc1n[nH]c(N)c1N=Nc1ccccc1F
46) COc1cccc(N(CC(=O)NC2CCCC2)C(=O)Cn2nnc(-c3ccc(C)cc3)n2)c1
47) O=C(O)c1cc([N+](=O)[O-])cc([N+](=O)[O-])c1N1CCN(c2cccc(C(F)(F)F)c2)CC1
48) COc1ccc(-c2cc(C(=O)N3CCN(S(=O)(=O)c4ccc(C)cc4)CC3)[nH]n2)cc1

compound no.	41	42	43	44	45	46	47	48
HTRA1 inhibitor	1	3	-4	7	6	-16	-2	-4
TCR-CD3 inh	9	-4	1	1	6	7	7	-10
NPR1 activator	3	5	-1	0	5	5	1	-1
UHRF1 MBD2 ctr	-2	2	12	4	-6	0	-1	9
MBD2 inh	1	-5	7	0	-9	-3	0	1
PRMT1 inh	-3	23*	4	0	-1	-1	0	0
SIAE inh	3	-3	4	3	5	-7	3	-4
GC-B act	2	-7	7	5	1	-1	2	-5
ABHD4 inh	0	8	4	6	2	3	1	-3
rCAG binder	-2	-1	5	-3	2	-4	41*	3

Overlap with the part before: 2 compounds, then new ones.
47) O=C(O)c1cc([N+](=O)[O-])cc([N+](=O)[O-])c1N1CCN(c2cccc(C(F)(F)F)c2)CC1
48) COc1ccc(-c2cc(C(=O)N3CCN(S(=O)(=O)c4ccc(C)cc4)CC3)[nH]n2)cc1
49) COc1cccc(Oc2nc(-c3ccccc3O)nc3ccccc23)c1
50) COc1ccc2[nH]c3c(c2c1)CCN1C(=O)C(CC(=O)NCCN2CCOCC2)C[C@H](C(=O)N2CCOCC2)[C@@]31C (stereo not given in full)
51) CCSc1nnc(-c2ccc(S(=O)(=O)N3CCOCC3)cc2)n1C
52) CC(=O)c1ccc(OCCCC(=O)N2CCN(S(=O)(=O)c3cc(C)ccc3C)CC2)cc1
53) COc1cc(C)ccc1OCCOCCOc1cccc2ccc(C)nc12
54) CC(C)N1CCCCC(NC(=O)c2cccc(F)c2)C1=O (stereo not given)
55) CSc1ncccc1C(=O)N(C)CC(=O)Nc1cccc(F)c1
56) CCN1C(=O)N[C@H](c2ccc(Br)cc2)C(C(=O)OC)=C1C
57) O=C(Cn1cc(S(=O)(=O)Cc2ccccc2)c2ccccc21)N1CCOCC1

compound no.	47	48	49	50	51	52	53	54	55	56	57
HTRA1 inhibitor	-2	-4	-4	2	-2	-4	-2	.	1	-2	-2
TCR-CD3 inh	7	-10	-2	-7	-4	-4	-1	.	3	0	-2
NPR1 activator	1	-1	-6	-2	3	0	-2	5	3	-5	1
UHRF1 MBD2 ctr	-1	9	2	0	0	1	8	-1	0	0	2
MBD2 inh	0	1	3	0	2	5	5	-5	1	1	-2
PRMT1 inh	0	0	1	-1	-1	2	6	-4	-1	-2	4
SIAE inh	3	-4	2	8	-1	-2	6	5	6	-1	-3
GC-B act	2	-5	4	-2	-3	2	-3	11	8	-2	3
ABHD4 inh	1	-3	6	2	2	5	14	5	-3	0	-2
rCAG binder	41*	3	3	-1	0	-6	-9	-1	-1	-9	0
